Lipid storage S3: qHTS Assay for Lipid Storage Modulators in Drosophila S3 Cells | Drosophila S3 cells, BODIPY lipid droplet fluorescence, 18-24 h; cells fed with added oleic acid | Potency in µM for hits, for the others lipid storage change, negative = inhibition, % at the top dose, mostly 46.1 µM | 320,000 compounds, 0.64% hits; active = well fitted inhibition curve with a large enough effect in the signal ratio, with a control signal flat, not every such curve was filed as active; inconclusive = small, poorly fitted or top-dose-only effect, or effect the other way, or a change in a side signal; the % refers to the signal ratio
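Drosophila S3 cells got compounds at several concentrations plus oleic acid (400 uM solution). Laser-scanning cytometry with 488 nm excitation read lipid droplets at 500-530 nm and cells at 575-640 nm. Percent activity was relative to 20 uM Triacsin C.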
Lipid storage S3 cell count max: recorded beside Lipid storage S3, whose call it bears; cell number change, %; measured here: cell count max response;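 cells counted by Cell Tracker Red CMTPX staining in the red channel; peak over a dose series mostly up to 46.1 µM; percent activity relative to internal control wells on each plate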
* marks the source's active call; other numbers are inactive results; i = inactive; ? = inconclusive; . = not tested or not shown; & = joins results of further samples; [ ] = another dose, or the depositor's remark. % is scaled to controls: 0 for no effect and ±100 for the full control effect; potency is read from the fitted curve at half-maximal effect. This is a subset (hit frequency here may not be typical).

SMILES | Lipid storage S3 | Lipid storage S3 cell count max
COc1cccc(C(=O)Nc2c3c(nn2-c2ccc(Cl)cc2)CS(=O)(=O)C3)c1OC | 5% | 13
CN1/C(=C\C=C2\N=C(c3ccc(F)cc3)OC2=O)C(C)(C)c2ccccc21 | ? | .
COc1ccc(OC)c(S(=O)(=O)Nc2ccc3[nH]c(=O)[nH]c3c2)c1 | ? | .
O=C(CSc1ccc2ccccc2c1)Nc1nc2ccccc2[nH]1 | i | 10
Cc1nonc1CN(C)C(=O)CC1C(=O)NCCN1Cc1ccccc1F (centres undefined) | ? | .
CCOC(=O)C1C(=O)NC(SCC(N)=O)=C(C#N)C1c1ccccc1OCC (centres undefined) | 8% | -10
CCC1CCCCN1CCCNC(=O)CS(=O)Cc1nc(-c2ccc(OC)c(OC)c2)oc1C (centres undefined) | ? | .
O=C(c1ccc(OCC2CCCO2)cc1)N1CCN(c2ccccc2)CC1 (centres undefined) | i | 19
Cc1ccc(NCc2nnc(SCC(=O)NCc3ccco3)n2CC2CCCO2)c(C)c1 (centres undefined) | i | 11
Cc1ccc(C(=O)COC(=O)CNC(=O)Cc2ccccc2)cc1 | -20% | -10
S=C(Nc1cccc(Cl)c1)N1CCN(Cc2ccccc2)CC1 | 15% | 3
Cc1ccc(N/N=C(\C#N)C(=N)N2CCCCC2)cc1 | 12% | 15
C=CCn1c(SCC(=O)NC2CCCCC2)nnc1-c1sc(N)nc1C | ? | .
N#CC1=C(N)n2c(s/c(=C\c3cccs3)c2=O)=C(C#N)C1c1cccs1 (centres undefined) | -21% | -7
Cc1ccc(NC(=O)CCN2CCC(C)CC2)cc1 | i | 10
CN(C)CCCN1c2ccccc2Sc2ccc(C(F)(F)F)cc21 | ? | .
N#CC1=C(N)Oc2cc(N)ccc2C1C1CCCCC1 (centres undefined) | ? | .
COc1cc(-c2nc(-c3ccc(C)nc3OC)no2)cc(OC)c1OC | 4% | 1
CCOC(=O)C(C)n1nc(-c2ccccc2)c2ccccc2c1=O (centres undefined) | 2% | 25
O=C(Nc1ccc(-c2nc3ccccc3o2)c(O)c1)c1cc(-n2cnnc2)ccc1Cl | ? | .
O=c1c2c3nc4ccccc4nc3n(/N=C/c3ccccn3)c2ncn1-c1ccccc1 | 7% | 19
Cc1cc(C)cc(NC(=O)c2ccc(NC(=O)c3ccco3)cc2)c1 | ? | .
Cc1cc(C)c2c(CN3CCN(Cc4ccccc4)CC3)cc(=O)oc2c1 | 7% | -1
O=C(Cn1c(=O)n(Cc2ccco2)c(=O)c2cc(Cl)ccc21)NCC1CCCO1 (centres undefined) | ? | .
CC(=O)NC1(c2nnnn2CCOC(=O)Nc2ccc(Cl)cc2)CCCC1 | 3% | -6
O=C(O/N=C1/CCCc2occc21)c1ccc(Cl)cc1Cl | -14% | -6
CC(C)(C)c1ccc(C(=O)c2c[nH]c(C(=O)NCCCN3CCOCC3)c2)cc1 | ? | .
Cc1ccccc1Cn1ccc(NC(=O)CCSc2nc(-c3ccco3)cc(C(F)(F)F)n2)n1 | ? | .
COc1ccc(OC)c(S(=O)(=O)N(C)CC(=O)O)c1 | ? | .
N#C/C(=C/c1ccc(-c2ccc(S(N)(=O)=O)cc2)o1)C(=O)Nc1ccccc1 | ? | .
CC(=O)Nc1ccc(C(=O)NNC(=O)c2cccc(C)c2)cc1 | ? | .
NC(=O)C1CCN(C(=O)CSc2ccccn2)CC1 | ? | .
CC(C)(C)NC(=O)NC(=O)CN1CCN(S(=O)(=O)c2ccc3c(c2)OCCO3)CC1 | -14% | 0
CC(=O)NS(=O)(=O)c1ccc(N/C(N)=N/c2nc(C)cc(C)n2)cc1 | i | 16
O=C(Nc1nc(-c2nc3ccccc3s2)cs1)c1ccco1 | 0% | -16
COc1ccc(-c2nnc(SCc3nnc(-c4cccs4)o3)n2CC2CCCO2)cc1 (centres undefined) | 17% | 3
Cc1cc(=O)[nH]c(=S)n1-c1ccccc1 | ? | .
CCOc1ccccc1NC(=O)c1cccc2c1C(=O)N(CCOC)C2 | ? | .
COC(=O)C(NC(=O)c1ccccc1)(Nc1nc(C)cs1)C(F)(F)F (centres undefined) | ? | .
CC1CC(Nc2ccccc2)c2ccccc2N1C(=O)c1ccncc1 (centres undefined) | -5% | 8
CC(NC(=O)c1ccc(N(C)C)cc1)C1CC2CCC1C2 (centres undefined) | ? | .
COc1cc(C2C(C(=O)c3cc4ccccc4o3)=C(O)C(=O)N2c2cc(C)on2)cc(OC)c1OC (centres undefined) | ? | .
COCCNC(=O)COC(=O)c1cccnc1SC | ? | .
CC(C1CC2CCC1C2)N1CC(O)=C(c2nc3ccccc3[nH]2)C1=N (centres undefined) | 1% | -9
C/C=C/C=C\C(=O)Nc1cccc(C2=NOC3(C2)C[C@@H](C(N)=O)N(C(=O)c2cc([N+](=O)[O-])cc([N+](=O)[O-])c2)C3)c1 (some centres undefined) | 6% | 18
COCCn1c(SCc2nc3ccccc3c(=O)[nH]2)nnc1-c1ccncc1 | ? | .
COc1ccc(CCNC(=O)CCn2c(=O)c3cccn3c3cccnc32)cc1OC | ? | .
C=CCNc1nc(-c2sc(NC(C)=O)nc2C)cs1 | ? | .
COc1ccc(C(=O)NC(=S)NCCc2ccccc2)cc1 | ? | .
CC12CNCC(C)(CN(C(c3ccccc3)c3ccccc3)C1)C2 | 6% | -3
CCOC(=O)C1CCN(C(=O)COC(=O)c2ccccc2C(=O)c2ccc(Cl)cc2)CC1 | 10% | -1
Cc1ccc(NC(=O)c2cccs2)cc1S(=O)(=O)N(C)C | 6% | 3
CN(Cc1c(C(=O)N/N=C/c2cccc(Cl)c2)nnn1-c1nonc1N)c1ccccc1 | ? | .
O=C(COS(=O)c1ccccc1)Nc1cc(Cl)ccc1N1CCOCC1 (centres undefined) | ? | .
CCN(CC)c1ccc(CNc2ccc3c(c2)ncn3C(C)(C)C)cc1 | ? | .
COc1ccc(C(=O)Sc2ccc(C)cc2)cc1OC | -9% | .
O=C(c1cccn2c(=O)c3ccc(Cl)cc3nc12)N1CCN(Cc2ccc3c(c2)OCO3)CC1 | ? | .
CCCCN(C)CCCNC(=O)Cn1c(=O)sc2ccccc21 | i | .
COc1ccc(/C=C/C(=O)NCCSCc2ccco2)cc1 | ? | .
Nc1cccc2c1C(=O)N(C(=O)c1cccc(S(=O)(=O)N3CCCC3)c1)C2=O | i | .

Next entries follow.
SMILES | Lipid storage S3 | Lipid storage S3 cell count max
CCc1ccc(NC(=O)c2cnc3scc(C)n3c2=O)cc1 | ? | .
CCOC(=O)c1cc2sc(C)cc2n1CC(=O)N1CCOCC1 | 10% | 5
O=S(=O)(c1ccc(Cl)cc1)N1CCN=C1SCc1cccc(Cl)c1 | ? | .
CCOC(=O)/C=C/C(=O)OCC(=O)Nc1ccc(Cl)cn1 | ? | .
O=C(N/N=C/c1cccnc1)c1cccc(S(=O)(=O)N2CCCC2)c1 | ? | .
Cc1nc(N)sc1-c1nnc(SCC(=O)Nc2ccccc2C(F)(F)F)n1C | ? | .
COc1cccc(-n2nnnc2SCC(=O)Nc2cccc(C)n2)c1 | ? | .
Cc1coc2c(C)c3oc(=O)c(CCC(=O)NCCN4CCOCC4)c(C)c3cc12 | ? | .
Cc1nc(N2CCN(c3ccccc3)CC2)[nH]c(=O)c1CCC(C)C | ? | .
Cc1ccc(N2C(=O)C3NN=C(C(=O)OCc4ccccc4)C3C2=O)cc1 (centres undefined) | ? | .
CC1Cc2ccccc2N1S(=O)(=O)c1cnc(Cl)c(Cl)c1 (centres undefined) | 7% | -1
O=C(O)CSCC(=O)Nc1ccc(C(=O)O)cc1 | ? | .

A draw from above in order of count of non-hydrogen atoms, smallest number first.
SMILES | Lipid storage S3 | Lipid storage S3 cell count max
O=C(O)CSCC(=O)Nc1ccc(C(=O)O)cc1 | ? | .
NC(=O)C1CCN(C(=O)CSc2ccccn2)CC1 | ? | .
COc1ccc(C(=O)Sc2ccc(C)cc2)cc1OC | -9% | .
O=C(O/N=C1/CCCc2occc21)c1ccc(Cl)cc1Cl | -14% | -6
CCc1ccc(NC(=O)c2cnc3scc(C)n3c2=O)cc1 | ? | .
S=C(Nc1cccc(Cl)c1)N1CCN(Cc2ccccc2)CC1 | 15% | 3
CC12CNCC(C)(CN(C(c3ccccc3)c3ccccc3)C1)C2 | 6% | -3
CC(C1CC2CCC1C2)N1CC(O)=C(c2nc3ccccc3[nH]2)C1=N (centres undefined) | 1% | -9
CCOc1ccccc1NC(=O)c1cccc2c1C(=O)N(CCOC)C2 | ? | .
CN1/C(=C\C=C2\N=C(c3ccc(F)cc3)OC2=O)C(C)(C)c2ccccc21 | ? | .
Cc1nc(N)sc1-c1nnc(SCC(=O)Nc2ccccc2C(F)(F)F)n1C | ? | .
CC(C)(C)NC(=O)NC(=O)CN1CCN(S(=O)(=O)c2ccc3c(c2)OCCO3)CC1 | -14% | 0
COc1ccc(-c2nnc(SCc3nnc(-c4cccs4)o3)n2CC2CCCO2)cc1 (centres undefined) | 17% | 3
CN(Cc1c(C(=O)N/N=C/c2cccc(Cl)c2)nnn1-c1nonc1N)c1ccccc1 | ? | .
CCC1CCCCN1CCCNC(=O)CS(=O)Cc1nc(-c2ccc(OC)c(OC)c2)oc1C (centres undefined) | ? | .

Remaining list, next part.
SMILES | Lipid storage S3 | Lipid storage S3 cell count max
Cc1ccc2cc(/C=C(\C#N)C(N)=O)c(N3CCCCC3)nc2c1 | -11% | -21
CN(Cc1ccccc1)CC(O)COc1ccc(CNCCc2ccncc2)cc1 (centres undefined) | 2% | 28
FC(F)(F)c1ccccc1NC(=S)NC1CCN(Cc2ccccc2)CC1 | 12% | 0
CCOc1ccc(NC(=O)C(C)N2C(=O)c3ccccc3S2(=O)=O)cc1 (centres undefined) | i | .
CC(/C=C/c1ccco1)=N\NC(=O)c1cccnc1 | ? | .
C=CCc1ccc(OCC(O)CN2CCN(Cc3ccccc3)CC2)c(OC)c1 (centres undefined) | ? | .
CCN(C(=O)Cc1nc(N)n[nH]1)C1(C(=O)Nc2ccccc2)CCCCC1 | 0% | 20
O=C(CC1(CC(=O)N2CCOCC2)CCCC1)Nc1ccccc1 | ? | .
CCC1CCCCN1C(=O)C1CC(c2cc(Cl)c(OC)cc2OC)=NO1 (centres undefined) | ? | .
C/C(=N\NC(=O)c1cccc(N/N=C(\C)c2ccco2)c1)c1ccco1 | ? | .
Cc1ccc(NC(=O)COC(=O)CN2C(=O)c3ccccc3C2=O)cc1 | ? | .
Cc1ccc(S(=O)(=O)N/N=C/c2c(F)cccc2Cl)cc1 | ? | .
CC(C)N1CCc2c(sc(NC(=O)CCc3ccccc3)c2C(N)=O)C1 | ? | .
Cc1ccc(-c2c(C(=O)N/N=C/c3ccncc3)nnn2-c2nonc2N)cc1 | i | -1
COc1cc(C(=O)Nc2ccc(Nc3ccccc3)cc2)cc(OC)c1OC | ? | .
Cc1cccc(NC(=O)C23CCC(C)(C2Br)C3(C)C)c1 (centres undefined) | -6% | -11
COc1cccc2cc(C(=O)CS(=O)(=O)c3ccc(C)cc3)c(=O)oc12 | ? | .
O=c1cc(N2CCCCC2)c(-c2ccccc2)nn1Cc1ccc(F)cc1 | 3%[9.22 µM] | -4
Nc1nc2ccc(OC(F)(F)F)cc2s1 | 28%&1% | 4&2
O=C(Nc1cccc(F)c1)NC1CC2CCCC(C1)N2C1CC1 (centres undefined) | ? | .
Cc1cc2n(c1)CCn1c(C)ccc1-2 | 19% | 10
COc1ccc(C(=O)C2CCCN(Cc3ccc4nonc4c3)C2)cc1OC (centres undefined) | ? | .
CCN(CC)CCNC(=O)c1c(C)n(-c2ccccc2)c2cc(Br)c(OC)cc12 | 11% | -17
CCOc1ccc(N(C)S(=O)(=O)c2c[nH]c(C(=O)OC)c2)cc1 | ? | .
COc1ccc(C(C(=O)NC2CCCC2)N(C(=O)c2snc(-c3ccc(F)cc3)c2N)c2ccccc2)cc1 (centres undefined) | -23% | -5
Cc1cccc(C2CC(c3ccccc3)Nc3ncnn32)c1 (centres undefined) | ? | .
CC(=O)C1C(c2cccc(Oc3ccccc3)c2)NC(=O)NC1(O)C(F)(F)F (centres undefined) | -15% | 11
O=C(Cn1nnc(-c2ccccc2NC(=O)C2CC2)n1)NC1CCCCC1 | 25% | 1
CCC(C(=O)Nc1cc(C)nn1-c1nc(C)cc(C)n1)c1ccccc1 (centres undefined) | ? | .
COc1ccc(C2CC(c3ccc(C)cc3)=NN2C(=O)c2ccccc2)cc1 (centres undefined) | 7% | 4
Cc1cccc(C)c1NC(=O)Cn1nc(-c2ccccc2)nc1-c1ccccc1 | ? | .
Cn1ccc(C(=O)N/N=C/c2ccccc2[N+](=O)[O-])n1 | 3% | 0
Cc1nnc(SCC(=O)Nc2ccc(Cl)cn2)[nH]c1=O | -6% | 1
CC1CCN(C(=O)/C=C/c2ccc(C(C)(C)C)cc2)CC1 | -12% | -18
CN1C(=O)C(C)(C)c2cc(S(=O)(=O)NCc3ccc(C(=O)NCc4ccco4)cc3)ccc21 | ? | .
Brc1cccc(CNc2nc3ccccc3n2CCN2CCOCC2)c1 | ? | .
COC(=O)c1cscc1S(=O)(=O)Cc1ccccc1 | ? | .
CCCC(C(=O)Nc1ccc(S(=O)(=O)Nc2ncccn2)cc1)c1ccccc1 (centres undefined) | ? | .
CC(C)N1CC(COc2ccc(Br)cc2)OC1=O (centres undefined) | i | 11
Cc1nc(C(C)(C)O)n(-c2ccccc2)n1 | ? | .
O=C(C[n+]1ccccc1)N/N=C/c1ccc(C(=O)O)cc1 | ? | .
COc1cc(CC(=O)OCC(=O)Nc2cc([N+](=O)[O-])ccc2Cl)cc(OC)c1OC | -9% | -20

Screens deposited in PubChem by National Center for Advancing Translational Sciences (NCATS).
